Bioassay records (PubChem)
HCMV antiviral: qHTS Assay for inhibitors of the human cytomegalovirus (HCMV). HFF cells, HCMV-luciferase reporter, 72 h; active compounds read low. 410,000 compounds, 4.5% hits. activity change, negative = inhibition, % at 57.5 µM; in the data active means activity change below about -60%; inconclusive means no clear call, values can overlap the other calls; inactive means above about -39%
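Steps: HFFs plated, 16 h 37C; compounds added; HCMV-luciferase added to MOI 1 PFU/cell; 72 h 37C; OneGlo reagent, 5 min room temperature; luminescence read, normalized to controls.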
Giardia FBPA inh: qHTS Assay for Inhibitors of Fructose-1,6-bisphosphate Aldolase from Giardia Lamblia; purified Giardia FBPA; Potency, µM (doses to about 59.6 µM), for the others: at the top dose activity, negative = inhibition, actives largely listed as inhibitors; 290,000 compounds, 0.71% hits; further: potency means the concentration at half of the fitted maximal effect; nearly all actives have a fitted effect of over 55% in size
Target sequence (A8B2U2 whole entry, looked up): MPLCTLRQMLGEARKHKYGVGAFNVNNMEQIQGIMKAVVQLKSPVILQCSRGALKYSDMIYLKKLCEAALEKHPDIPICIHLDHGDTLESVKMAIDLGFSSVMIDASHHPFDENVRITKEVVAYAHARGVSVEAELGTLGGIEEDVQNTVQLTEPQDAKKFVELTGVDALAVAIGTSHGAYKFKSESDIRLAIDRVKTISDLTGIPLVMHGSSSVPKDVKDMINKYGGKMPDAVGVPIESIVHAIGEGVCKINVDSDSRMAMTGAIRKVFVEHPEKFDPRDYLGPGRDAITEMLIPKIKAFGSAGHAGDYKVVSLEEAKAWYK
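Giardia FBPA (40 nM reagent) was preincubated 10 min at RT with compound (up to 57.5 uM final), then substrate plus GAPDH/TPI/NAD/arsenate coupling system with diaphorase/resazurin was added; resorufin fluorescence (525/598 nm) was read after 20 min.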
AmpC inh no detg: qHTS Inhibitors of AmpC Beta-Lactamase (assay without detergent); AmpC nitrocefin hydrolysis, absorbance 480 nm, 0.0001% Triton; Potency, µM (titrated, usually from 57.1 µM), for the others: at the top dose activity change, negative = inhibition, hits mostly inhibitors; 330,000 compounds, 0.52% hits; AID 485341, 2010;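 further: potency means the concentration at half of the fitted maximal effect; plate controls were no compound for no effect and no enzyme for full effect; nearly all actives have a fitted effect of over 20% in size; some results filed as inactive show a strong effect at the top dose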
Target sequence (P00811 whole entry, looked up): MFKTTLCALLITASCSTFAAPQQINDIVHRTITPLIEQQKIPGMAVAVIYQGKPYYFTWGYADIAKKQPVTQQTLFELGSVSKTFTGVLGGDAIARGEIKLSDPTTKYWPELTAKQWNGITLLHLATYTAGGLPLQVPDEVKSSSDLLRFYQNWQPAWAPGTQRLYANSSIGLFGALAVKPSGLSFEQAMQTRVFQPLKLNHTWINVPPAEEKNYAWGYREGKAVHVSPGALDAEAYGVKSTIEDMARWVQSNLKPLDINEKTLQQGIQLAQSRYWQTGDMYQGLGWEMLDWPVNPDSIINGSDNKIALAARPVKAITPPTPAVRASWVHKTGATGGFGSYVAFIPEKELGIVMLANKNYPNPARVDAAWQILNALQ
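20 mM phosphate pH 7.0 + 0.01% (detergent screen) or 0.0001% Triton X-100; 5.3 nM AmpC reagent; cpd preinc 15 min RT; nitrocefin (800 uM stock) to start; A480 q20 s × 4 min; Activity was normalised to no-enzyme and no-compound control wells.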
AmpC detergent: qHTS Inhibitors of AmpC Beta-Lactamase (assay with detergent); 370,000 compounds, 0.041% hits; P00811; AmpC hydrolysis of nitrocefin, absorbance 480 nm, 0.01% Triton; Potency, µM (series often up to 114 µM), inactives show at the top dose activity change, negative = inhibition, most hits filed as inhibitors;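 further: potency means the concentration at half of the fitted maximal effect; 0% = no-compound wells and -100% = no-enzyme wells; nearly all actives have a fitted effect of over 25% in size; some results filed as inactive show a strong effect at the top dose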
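20 mM phosphate pH 7.0 + 0.01% (detergent screen) or 0.0001% Triton X-100; 5.3 nM AmpC reagent; cpd preinc 15 min RT; nitrocefin (800 uM stock) to start; A480 q20 s × 4 min; Activity was normalised to no-enzyme and no-compound control wells.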
Sm TGR inh: qHTS Assay for the Inhibitors of Schistosoma Mansoni Peroxiredoxins | Schistosoma mansoni thioredoxin glutathione reductase (TGR), Q962Y6 | purified TGR, DTNB reduction, TNB absorbance 405 nm | Potency, µM (highest dose often 114 µM), without a hit: top-dose activity change, negative = inhibition, actives largely listed as inhibitors | 360,000 compounds, 3% hits | AID 485364, 2010; further: potency means the concentration at half of the fitted maximal effect; nearly all actives have a fitted effect of over 60% in size
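TGR 20 nM + NADPH 100 uM (dispensed conc.), cpd preinc 15 min RT; start with NADPH (500 uM addition) then DTNB (15 mM addition). Kinetic TNB absorbance, 405 nm filter. Four-parameter Hill fit across titration.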
HCV inhibitor: qHTS Assay for Inhibitors of Hepatitis C Virus (HCV) | Huh7.5.1 HCVcc-Cre infection, luciferase reporter, 44 h | Potency, µM (highest dose often 41.8 µM), for the others: at the highest dose activity change, negative = inhibition, actives largely listed as inhibitors | 340,000 compounds, 3.4% hits | AID 651820, 2012; further: potency means the concentration at half of the fitted maximal effect
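Cells seeded at 1,000/well and cultured 4 h, then compounds added followed by HCVcc-Cre virus (~0.5 moi). After 44 h further culture, luciferase substrate was added, plates held 15 min at room temperature, and luminescence read for 15 sec.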
* = called active by the depositor; u = inconclusive; x = not tested or not shown; [ ] = dose if it differs, or a comment. Unless noted, the call rests on the fitted dose curve; in most records, active means well fitted curve in the direction sought with a large enough effect; inconclusive means small, poorly fitted or top-dose-only effect, or another doubt; inactive means no such curve, though single readings can be large; an effect the other way counts as inactive or inconclusive. Unless noted, on the % scale 0 is the no-effect control and ±100 the full control effect.

Results follow in this order: HCMV antiviral | Giardia FBPA inh | AmpC inh no detg | AmpC detergent | Sm TGR inh | HCV inhibitor
COc1ccc(NC(=O)CN(C)C2=NS(=O)(=O)c3ccccc32)cc1Cl
    -9 | x | -13% | x | x | 2%
NC(=O)CC(NC(=O)Cc1ccc(Cl)cc1)c1ccc(NCCCN2CCCC2=O)c([N+](=O)[O-])c1 (stereo not drawn)
    0 | 6% | 1% | u | -3% | 11%
O=C(Cn1nnc(-c2ccccc2-n2cnnn2)n1)N1CCCCC1
    3 | -3% | -6% | u | 0% | 1%
O=C(Nc1ccc(NC(=O)c2cccs2)cc1)c1ccco1
    25 | 8% | -22% | -13% | 2% | -12%
O=C(COC(=O)c1cc(S(=O)(=O)N2CCOCC2)ccc1F)NCc1ccc2c(c1)OCO2
    -13 | x | 1% | x | x | 8%
COc1ccc(/C=N/OCC(=O)N2CCCC2)c(OC)c1
    -27 | 0% | 0% | -16% | -2% | 17%
O=C(NCCN1CCN(S(=O)(=O)c2ccc(F)cc2)CC1)C(=O)NCc1ccccc1
    17 | 17% | 18% | u | 10% | -6%
O=C(C1CCCN(Cc2ccccc2[N+](=O)[O-])C1)N1CCCC1 (stereo not drawn)
    35 | 28µM* | -3% | -3% | 34% | 6%
COc1cc(S(=O)(=O)N2CCCCCC2)ccc1Cl
    -5 | 11% | -6% | u | 9% | 13%
COc1cccc(CNC(=O)CCC2CCCN(C(=O)c3cccc(Cl)c3)C2)c1 (stereo not drawn)
    u | 2% | 56% | 1% | 2% | -11%
COc1ccccc1Nc1nnc(SCC(=O)NC2CC2)s1
    0 | x | -15% | -2% | -2% | 1%
O=C(CCCC(=O)OCC(=O)c1ccc(F)cc1)Nc1cc(C(F)(F)F)ccc1Cl
    -36 | -1% | -2% | 5% | 0% | 15%
COc1cccc(CNC(=O)Cc2c(C)c3c(cc(C)c4c(C)coc43)oc2=O)c1
    -20 | x | x | 14% | -1% | x
Cc1cc(C)cc(NC(=O)c2cc(Cl)sc2Cl)c1
    16 | -1% | -19% | -18% | -4% | -11%
CC(C)CC(=O)Nc1cccc2c1C(=O)N(c1ccccc1)C2=O
    -6 | 2% | -12% | u | 3% | 2%
CN1CCN(C(=O)c2ccc(C3SCC(=O)N3Cc3ccco3)cc2)CC1 (stereo not drawn)
    -36 | 5% | -2% | -14% | -25% | -17%
CCn1c(CN2CCOCC2)nnc1SCC(=O)Nc1ccccc1Cl
    -24 | -1% | 0% | -8% | -3% | 1%
CNC(=S)N1CCN(c2nc(-c3ccc(Cl)cc3)cs2)CC1
    u | 17% | 4% | 0% | 0% | u
CCOC(=O)C1CCN(c2ncnc3c2oc2ccc(Br)cc23)CC1
    150 | 10% | -13% | 0% | 8% | 24%
CC(C)OCCCn1c(SC(C)C(=O)NC2CC2)nc2ccccc2c1=O (stereo not drawn)
    -24 | x | -1% | -13% | -1% | 4%
Cc1cc(=O)oc2c(N)c(O)ccc12
    -4 | -22% | -8% | u | 1% | 0%
Cc1ccc(NC(=O)c2ccc3ccccc3n2)cc1S(=O)(=O)N1CCOCC1
    5 | -10% | -12% | -2% | -3% | -30%
CCOC(=O)N1CCN(Cc2nc(N)nc(Nc3ccc(Oc4ccccc4)cc3)n2)CC1
    -11 | -8% | 80%[activator] | u | u | u
N#C/C(C(=O)N1CCOCC1)=c1/s/c(=C\c2ccccn2)c(=O)n1-c1ccccc1
    8 | -1% | 0% | -3% | -10% | -16%
COC(=O)c1ccc(Cl)c(NC(=O)c2cccc([N+](=O)[O-])c2C)c1
    -30 | 2% | -20% | 0% | 33% | -10%
O=C1C(=Cc2cccn2-c2ccccc2)C(=O)c2ccccc21
    u | -5% | -24% | -13% | -18% | 1%
N/C(=N\OC(=O)COc1ccc2ccccc2c1Br)c1ccccn1
    6 | -12% | 3%[2.29 µM] | -1% | 1% | 1%
COc1ccc(CCNC(=O)CCCOc2cc(=O)n(C)c3ccccc23)cc1OC
    118 | -5% | 30% | -9% | -2% | -23%
COCCCN1C(=O)C(O)=C(C(C)=O)C1c1ccccn1 (stereo not drawn)
    17 | -16% | -12% | 5% | -19% | 16%
O=C(O)c1cn(-c2ccc(F)c(F)c2)c2c(F)c(F)c(F)c(F)c2c1=O
    0 | 3% | -37% | -3% | 4% | -1%
COc1ccc(Cl)cc1NC(=S)N(CCN1CCOCC1)C1CCN(C(C)=O)CC1
    -17 | -5% | 9% | 5% | 14% | 12%
O=C(COC(=O)[C@@H]1CC(O)CN1S(=O)(=O)c1ccc(Cl)c(Cl)c1)NC(=O)NCc1ccccc1 (stereo partly drawn)
    37 | x | 39% | x | x | -11%
CCN(CC)CCOc1ccc2c(c1)C(=NNC(=O)c1ccccn1)c1cc(OCCN(CC)CC)ccc1-2
    x | -7% | 146%[activator] | -7% | -1% | u
O=[N+]([O-])C1C(c2ccccc2)=NOC1c1ccccc1O (stereo not drawn)
    137 | 11% | -24% | u | 4% | 6%
O=C(Nc1nccs1)c1ccc(Cl)s1
    69 | -6% | -28% | -10% | -27% | 0%
CC(C)Oc1cccc(C(=O)C2CCCN(Cc3cnc(N4CCOCC4)s3)C2)c1 (stereo not drawn)
    -72* | 2% | 159%[activator] | -2% | -14%[57.1 µM] | u
Cn1c2ccccc2c2nnc(SCN3C(=O)c4ccccc4C3=O)nc21
    x | 6% | -15% | -19% | 0% | x
Cc1cc(/C=C2/C(=N)N3C(=NC2=O)SN=C3S(C)(=O)=O)c(C)n1-c1ccccc1
    81 | 23% | -23% | 8% | 0% | -13%
COc1ccccc1N1CCN(S(=O)(=O)CCNC(=O)c2ccc(OC(C)C)cc2)CC1
    -22 | 0% | 95%[activator] | -15% | -7% | -28%
CCOC(=O)C1CCN(C(=O)Cc2c(C(=O)O)n(CC)c3ccccc23)CC1
    -6 | 8% | -9% | -7% | -17% | 13%
O=C(CN1CCOCC1)c1ccc2cc[nH]c2c1
    2 | -24% | -17% | -1% | u | u
COc1cc(CN=Cc2c(O)n(C(C)(C)C)c(=O)[nH]c2=O)cc(OC)c1
    1 | 8% | -2% | u | 2% | 9%
CNC(=O)CCN(Cc1ccco1)S(=O)(=O)c1ccc(OC)c(OC)c1
    2 | 8% | -10% | 8% | -25% | 32%[activator]
C#CCOCCOCCOCCNc1nc(N2CCN(C(=O)[C@H]([C@@H](C)CC)n3cc(CCCCN)nn3)CC2)nc(N2CCN(C(=O)[C@H](CCCCN)n3cc(CC(C)O)nn3)CC2)n1 (stereo partly drawn)
    -7 | x | 275%[activator] | 5% | -3% | 18%
CCc1nnc(NC(=O)c2nc3nc(C)cc(C)n3n2)s1
    -23 | u | 1% | 6% | 3% | 10%
O=C(CCn1cccc(C(F)(F)F)c1=O)Nc1cccc(C(F)(F)F)c1
    -24 | 0% | 7% | -5% | -4% | 6%
O=C(CNC(=O)COc1ccccc1)NCc1ccccc1F
    -38 | -3% | 0% | 14% | 6% | 26%
O=C1CN(C(=O)c2ccc(Cl)c([N+](=O)[O-])c2)c2ccccc2N1
    20 | -5% | -14% | u | -8% | u
CCC(=O)Nc1nnc(C(C)(C)C)s1
    25 | 5% | -5% | -3% | -1% | 12%
O=C(Nc1ccc(O)c(-c2nc3ccccc3s2)c1)c1cc(=O)c2ccccc2o1
    6 | 5% | -14% | 1% | -6% | 3%

New compounds follow:
Results follow in this order: HCMV antiviral | Giardia FBPA inh | AmpC inh no detg | AmpC detergent | Sm TGR inh | HCV inhibitor
CCC(C)N(C)C1CCN(C(=S)Nc2cccc(SC)c2)CC1 (stereo not drawn)
    -1 | 10µM* | 12% | 2% | -19% | -4%
COc1ccc(C2=NC(c3ccccc3)CO2)cc1 (stereo not drawn)
    x | -3% | -40% | -12% | 0% | -6%[8.37 µM]
CCCCNc1c(-c2ccc(OC)c(SC3CCCCC3)c2)nc2cc(C)ccn12
    -19 | x | 54% | 6% | 3% | 4µM*
O=C(COC(=O)CC1CCCC1)Nc1ccc(Cl)cc1
    -1 | x | -13% | 0% | -5% | -9%
O=C1CC(c2ccncc2)c2cc3c(cc2N1)OCCO3 (stereo not drawn)
    50 | -5% | -17% | 1% | -19% | -3%
CCOc1ccc(NC(=O)Nc2nc(SCC)ns2)cc1
    -61* | -20% | -36% | u | 6% | u
COC(=O)C1=C(C)N(C)C(=O)NC1c1cc(Cl)cc(Cl)c1OC (stereo not drawn)
    19 | 0% | 16% | 17% | 5% | -8%
COc1ccc(NC(=O)CN2c3cccc4cccc(c34)S2(=O)=O)cc1
    -31 | -25% | -25% | 9% | -1% | -20%

In another format: three of the compounds above.
SMILES	HCMV antiviral	Giardia FBPA inh	AmpC inh no detg	AmpC detergent	Sm TGR inh	HCV inhibitor
CC(C)CC(=O)Nc1cccc2c1C(=O)N(c1ccccc1)C2=O	-6	2%	-12%	u	3%	2%
CC(C)Oc1cccc(C(=O)C2CCCN(Cc3cnc(N4CCOCC4)s3)C2)c1 (stereo not drawn)	-72*	2%	159%[activator]	-2%	-14%[57.1 µM]	u
N/C(=N\OC(=O)COc1ccc2ccccc2c1Br)c1ccccn1	6	-12%	3%[2.29 µM]	-1%	1%	1%

A second format for some results above.
SMILES: CCCCNc1c(-c2ccc(OC)c(SC3CCCCC3)c2)nc2cc(C)ccn12
  HCMV antiviral: -19; Giardia FBPA inh: x; AmpC inh no detg: 54%; AmpC detergent: 6%; Sm TGR inh: 3%; HCV inhibitor: 4µM*
SMILES: O=C(COC(=O)CC1CCCC1)Nc1ccc(Cl)cc1
  HCMV antiviral: -1; Giardia FBPA inh: x; AmpC inh no detg: -13%; AmpC detergent: 0%; Sm TGR inh: -5%; HCV inhibitor: -9%
SMILES: O=C1CC(c2ccncc2)c2cc3c(cc2N1)OCCO3 (stereo not drawn)
  HCMV antiviral: 50; Giardia FBPA inh: -5%; AmpC inh no detg: -17%; AmpC detergent: 1%; Sm TGR inh: -19%; HCV inhibitor: -3%
SMILES: CCOc1ccc(NC(=O)Nc2nc(SCC)ns2)cc1
  HCMV antiviral: -61*; Giardia FBPA inh: -20%; AmpC inh no detg: -36%; AmpC detergent: u; Sm TGR inh: 6%; HCV inhibitor: u
